Pf growth 96h – P. falciparum growth inhibition at 96 hours | 320,000 compounds, 6.9% hits | Potency, µM (top dose mostly 28.7 µM), for the others: at the highest dose activity change, negative = inhibition, most hits filed as inhibitors | P. falciparum luciferase reporter growth, 96 h | AID 504834; note: potency is the fitted concentration of half-maximal effect; % is set by controls: 0 for no effect and ±100 for the full control effect
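P. falciparum expressing integrated firefly luciferase grown in erythrocytes (2% hematocrit, 0.05% parasitemia final) with compounds for 96 hours at 37 C, 5% CO2. Growth inhibition read as loss of luminescence after adding luciferase detection reagent.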
Shiga toxin inh – Shiga toxin inhibition; Vero cells, Shiga toxin protein synthesis inhibition reporter; AID 2315; inhibition, % at 38.7 µM; 290,000 compounds, 9.2% hits; in the data active = inhibition mostly above about 28%, no sharp cut-off; inactive = mostly below about 43%; note: 0% is about no effect
Sm TGR block – inhibitors of Schistosoma mansoni thioredoxin glutathione reductase; purified TGR, DTNB reduction, TNB absorbance 405 nm; Potency, µM (top dose mostly 114 µM), without a hit: top-dose activity change, negative = inhibition, usual class: inhibitors; 360,000 compounds, 3% hits; note: potency is the fitted concentration of half-maximal effect; % is set by controls: 0 for no effect and ±100 for the full control effect; nearly all actives have a fitted effect of over 60% in size
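TGR 20 nM + NADPH 100 uM (dispensed conc.), cpd preinc 15 min RT; start with NADPH (500 uM addition) then DTNB (15 mM addition). Kinetic TNB absorbance, 405 nm filter. Four-parameter Hill fit across titration.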
FBPA Giardia inh – inhibitors of Giardia lamblia fructose-1,6-bisphosphate aldolase; A8B2U2; purified Giardia FBPA; Potency, µM (doses to about 59.6 µM), for the others: at the top dose activity, negative = inhibition, usual class: inhibitors; 290,000 compounds, 0.71% hits; note: potency is the fitted concentration of half-maximal effect; % is set by controls: 0 for no effect and ±100 for the full control effect; nearly all actives have a fitted effect of over 55% in size
Target sequence (A8B2U2 whole entry, looked up): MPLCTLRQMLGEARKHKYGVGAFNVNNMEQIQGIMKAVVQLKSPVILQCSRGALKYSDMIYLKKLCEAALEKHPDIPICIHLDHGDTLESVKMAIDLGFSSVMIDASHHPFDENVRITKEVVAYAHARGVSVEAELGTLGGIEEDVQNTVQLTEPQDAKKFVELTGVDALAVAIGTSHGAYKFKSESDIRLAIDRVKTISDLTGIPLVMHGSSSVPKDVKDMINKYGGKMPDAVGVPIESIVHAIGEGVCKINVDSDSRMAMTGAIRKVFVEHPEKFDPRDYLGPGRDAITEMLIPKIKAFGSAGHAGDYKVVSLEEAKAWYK
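Giardia FBPA (40 nM reagent) was preincubated 10 min at RT with compound (up to 57.5 uM final), then substrate plus GAPDH/TPI/NAD/arsenate coupling system with diaphorase/resazurin was added; resorufin fluorescence (525/598 nm) was read after 20 min.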
Pf growth 48h – P. falciparum growth inhibition at 48 hours (one generation) | Potency, µM (highest dose often 28.7 µM), for inactives: top-dose activity change, negative = inhibition, hits mostly inhibitors | AID 504832 | 310,000 compounds, 5.9% hits | P. falciparum luciferase growth in erythrocytes, 48 h; note: potency is the fitted concentration of half-maximal effect; % is set by controls: 0 for no effect and ±100 for the full control effect
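Growth was read as firefly luciferase luminescence after a 48 h, 37 C, 5% CO2 exposure of compounds to reporter-bearing P. falciparum cultures (0.1% parasitemia, 2% hematocrit final) in Albumax-supplemented RPMI 1640.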
CHX counter – counter-screen hit for Shiga toxin inhibitors, cycloheximide; 300,000 compounds, 12% hits; cell reporter, cycloheximide protein synthesis inhibition counterscreen; max response, %; in the data active = max response mostly above about 13%, no sharp cut-off; inactive = mostly below about 14%; note: read at 38.3 µM for the half of the compounds with a filed dose; 0% is about no effect
Numbers without * were called inactive; ? = inconclusive; . = no result given; [ ] = dose if it differs, or a comment. Unless noted, calls come from the whole dose curve; as a rule, active = well fitted curve in the direction sought with a large enough effect; inconclusive = small, poorly fitted or top-dose-only effect, or another doubt; inactive = no such curve, though single readings can be large; an effect the other way counts as inactive or inconclusive.

SMILES	Pf growth 96h	Shiga toxin inh	Sm TGR block	FBPA Giardia inh	Pf growth 48h	CHX counter
COCCNC(=O)Cn1cc(C(=O)c2ccco2)c2ccccc21	-11%[1.15 µM]	36	-1%	1%	-6%	-4
c1ccc(COc2cccc(CNCc3ccccn3)c2)cc1	-23%	65*	6%	-4%	-14%	34*
O=C(CCCc1ccccc1)NC1CCSC1=O (stereo not drawn)	?	37	2%	-5%	?	-1
Nc1cc(=O)nc(SCC(=O)Nc2ccccc2)n1-c1ccccc1	1.9µM*	-13	1%	10%	1%	-4
Cc1ccc(NC(=O)C(=O)c2ccc(C)cc2)cc1	144%[activator]	67	-11%	-2%	268%[activator]	57*
CCC1(C)CC(c2csc(N)n2)CCO1 (stereo not drawn)	.	15	11%	-10%	9%	-2
COc1ccc(OC)c(NC(=O)c2ccc(NS(=O)(=O)c3c(C)noc3C)cc2)c1	?	-8	9%	5%	-17%	-4
CCN(C(=O)CSc1nnc(-c2cccs2)n1CC)C1CCS(=O)(=O)C1 (stereo not drawn)	-2%	-4	4%	1%	-2%	-3
Cc1c(C(=O)NCCN2C(=O)S/C(=C\c3cccs3)C2=O)cccc1[N+](=O)[O-]	23%	-4	-14%	8%	15%	5
O=C1CCNCCN1[C@H](CO)c1ccccc1	?	-1	?	-4%	0%	1
O=C(NCc1ccccc1)c1sc(=S)n2c1[nH]c(=O)c1ccccc12	13µM*	-12	0%	.	7%	-2
COCc1c(C(=O)OCc2c(C)noc2C)oc2ccccc12	?	-7	1%	13%	-5%	-1
O=C(C1CCCN(Cc2cccc(F)c2)C1)N1CCCCC1 (stereo not drawn)	28%	-6	-11%	-21%	.	8
O=C(NCc1ccccc1)N[C@@H](Cc1c[nH]c2ccccc12)C(=O)O	-6%	-14	0%	0%	9%	-2
O=C(O)Cc1c(-c2ccccc2)c2cc(Cl)ccc2[nH]c1=O	-22%	-5	13%	12%	9%	7
CCCOP(=O)(c1ccc(N(C)C)cc1)C(O)c1ccc(N(C)C)cc1 (stereo not drawn)	9%	-2	1%	5%	10%	-2
CCN(C(=O)CN1C(=O)NC(c2ccccc2)(c2ccccc2)C1=O)c1ccccc1	?	-3	4%	4%	13µM*	-3
CC(C)c1ccc(C(=O)NC(=S)Nc2ccc3[nH]c(=O)[nH]c3c2)cc1	32%[activator]	5	-15%	-4%	-23%	-2
Cc1nnc(NC(=O)/C=C/c2ccco2)s1	5%	46*	22µM*	?	19%	26*
Cc1ccc(S(=O)(=O)CC(=O)Nc2cccc(C)n2)cc1	?	-4	-7%	?	25%	-2

The final seven records of the section above open the next one:
SMILES	Pf growth 96h	Shiga toxin inh	Sm TGR block	FBPA Giardia inh	Pf growth 48h	CHX counter
O=C(NCc1ccccc1)N[C@@H](Cc1c[nH]c2ccccc12)C(=O)O	-6%	-14	0%	0%	9%	-2
O=C(O)Cc1c(-c2ccccc2)c2cc(Cl)ccc2[nH]c1=O	-22%	-5	13%	12%	9%	7
CCCOP(=O)(c1ccc(N(C)C)cc1)C(O)c1ccc(N(C)C)cc1 (stereo not drawn)	9%	-2	1%	5%	10%	-2
CCN(C(=O)CN1C(=O)NC(c2ccccc2)(c2ccccc2)C1=O)c1ccccc1	?	-3	4%	4%	13µM*	-3
CC(C)c1ccc(C(=O)NC(=S)Nc2ccc3[nH]c(=O)[nH]c3c2)cc1	32%[activator]	5	-15%	-4%	-23%	-2
Cc1nnc(NC(=O)/C=C/c2ccco2)s1	5%	46*	22µM*	?	19%	26*
Cc1ccc(S(=O)(=O)CC(=O)Nc2cccc(C)n2)cc1	?	-4	-7%	?	25%	-2
O=[N+]([O-])c1ccc(C[n+]2c(-c3ccccc3)cc(-c3ccccc3)cc2-c2ccccc2)cc1	0.93µM*	.	-4%	.	1.2µM*	.
O=C(CCCN1C(=O)S/C(=C\c2ccccc2)C1=O)NNC(=O)c1ccccc1O	-12%	-8	-4%	6%	21%	6
CC1=C(C(=O)OC(C)C)C(c2cccnc2)n2ncnc2N1 (stereo not drawn)	?	-41	0%	0%	.	-9
CC(C)c1ccc(S(=O)(=O)N2CCN(C(=O)C3CCCC3)CC2)cc1	-19%	-6	-3%	.	5%	-2
O=C(COC(=O)CNC(=O)c1ccc(Cl)cc1)Nc1cccc(S(=O)(=O)N2CCCC2)c1	17%	-4	1%	17%	144%[activator]	1
O=C(NNC1CC(=O)N(c2cccc(Cl)c2)C1=O)c1cccnc1 (stereo not drawn)	21%	-5	-28%	5%	18%	1
CCSc1nc(-c2ccccc2)nc2c1CCCC2	140%[activator]	3	4%	6%	14%	9
CC12CCC(C(=O)N3CCC(Cc4ccccc4)CC3)(C(=O)C1=O)C2(C)C (stereo not drawn)	94%[activator]	-15	9%	5%	2%	-3
S=C(N/N=C/c1ccccc1Cl)Nc1ccccc1	?	122*	10%	3%	?	54*
CC(C)C12CN3CC(C(C)C)(CN(C1)C3c1ccc([N+](=O)[O-])o1)C2=O (stereo not drawn)	28%	4	-4%	-9%	2.1µM*	-2
Cc1c(-c2ccccc2)[n+](=O)c2c(n1[O-])CCCCC2	5%	-4	-7%	0%	14%	1
Cc1ccccc1N1CCN(CCCOc2ccc3c(C)cc(=O)oc3c2)CC1	-94%	17	?	0%	?	-1
COc1cccc2sc(NNC(=O)COc3ccccc3)nc12	-41%[1.15 µM]	14	8%	4%	-6%	-4
O=[N+]([O-])c1ccccc1OCC(O)CNC1CCCC1 (stereo not drawn)	?	-3	-1%	-7%	-5%	-2
CC(C)N(C(=O)COC(=O)c1ccccc1C(=O)N1CCN(c2ccc(F)cc2)CC1)C(C)C	0%	-10	5%	4%	-3%	1
COc1ccc(-c2cc(C(=O)Nc3nc4c(C)cccc4s3)c3ccccc3n2)cc1OC	?	29	0%	.	20%	-2
CC1(C)Cc2ccccc2C(NNC(=O)c2ccccn2)=N1	.	3	-9%	-7%	?	6
O=C(OCc1nnc(-c2ccc(Br)cc2)o1)c1ccco1	?	40	-5%	6%	14%	28*
CC(C)n1c(=O)c2c(O)cc(=O)oc2c2ccccc21	31%[activator]	-14	-17%	-3%	10%	-2
CCOC(=O)C1(S(=O)(=O)c2ccc(Cl)cc2)CCN(Cc2ccccc2)CC1	2.9µM*	-6	10%	0%	?	-6
COCCNC(=O)Nc1ccc2c(c1)N(C)C(=O)CS2	-1%	-15	0%	2%	.	-3
COc1cc2c(C)nc3c(c(C)nn3-c3ccccc3)c2cc1OC	23%	-13	.	-1%	7%	15
CC(CNC(=O)c1cccs1)c1ccc([N+](=O)[O-])cc1 (stereo not drawn)	?	-1	-4%	0%	?	-3
O=C(NCCCc1ccncc1)C1CCC(=O)N(CCc2cccc(F)c2)C1 (stereo not drawn)	4%	8	1%	18%	-3%	-1
CC1(C)CC(=O)C2=C(C1)N=C1SCCC(=O)N1C2c1ccccc1 (stereo not drawn)	5%	5	-4%	-3%	-3%	-2
CSc1nnc(CNS(=O)(=O)c2ccc(F)cc2)n1C	?	3	0%	2%	1%	-6
O=C(Cn1nnc(-c2ccccc2)n1)OC1CCOC1=O (stereo not drawn)	16%	-12	0%	3%	12%	-4
COc1ccc(Cl)cc1-c1nc(SCC(=O)NC2CCS(=O)(=O)C2)n[nH]1 (stereo not drawn)	17%	.	-24%	.	1%	.
CCCC(=O)Nc1ccc(NC(=O)c2ccccc2Cl)nc1	?	57	6%	-7%	65%[activator]	40*
Cc1ccsc1C(=O)Nc1ccc2c(c1)OCCO2	181%[activator]	27*	-1%	-8%	202%[activator]	29*
Cc1cc(C)nc(Sc2nc(C)nc3c2oc2ccccc23)n1	?	-11	-25%	4%	?	-3
CCOc1ccc2[nH]c3nc(SCC(=O)OC(C)C)nnc3c2c1	105%[activator]	-15	4%	?	0%	-1
Cc1cc(C)c(NC(=S)NC(=O)c2c(Cl)c(C)nn2C)c([N+](=O)[O-])c1	18%	-2	-1%	?	9%	-2
CC1CC(C)CN(S(=O)(=O)c2ccc3oc(=O)ccc3c2)C1 (stereo not drawn)	18%	-10	5%	.	-8%	-2
Cn1cnnc1SCC(=O)NC1CCCc2ccccc21 (stereo not drawn)	12%	20	11%	3%	15%	-6
COc1ccc(OC)c(C2C(C(=O)c3cc4ccccc4o3)=C(O)C(=O)N2c2cc(C)on2)c1 (stereo not drawn)	?	-8	-10%	4%	20%	0
CCn1c(CCNC(=O)c2ccc(F)cc2)nc2ccccc21	0%	-2	0%	-17%	10%	9
CC1C(=O)NC(=O)C1c1ccccc1 (stereo not drawn)	130%[activator]	5	11%	0%	-5%	-2
NC(=O)c1ccsc1NC(=O)c1ccc(S(=O)(=O)N2CCCc3ccccc32)cc1	10µM*	7	-8%	-11%	?	3
O=C1S/C(=C\c2ccc(O)c([N+](=O)[O-])c2)C(=O)N1c1ccccc1Cl	1%	17	.	0%	?	10
CCN(CC(=O)Nc1ccc2c(c1)OCCO2)C(=O)CSCC(=O)Nc1ccc(C)cc1	17%	.	-8%	.	?	.
O=C(OCn1cncn1)c1ccc(Cl)cc1Cl	25%	20	-23%	-2%	13%	10
CCCc1ccc(-c2c(C)sc(NC(=O)c3ccnn3C)c2C#N)cc1	?	-10	7%	4%	.	-4
CCCCNC(=S)Nc1cc([N+](=O)[O-])ccc1C	?	13	?	-5%	?	1
COc1cc(NC(=O)CSc2nnc3ccccn23)cc(OC)c1	?	.	-4%	.	-27%	.
CCN1CCN(C(=O)Nc2cccc(C(F)(F)F)c2)CC1	.	-6	2%	0%	11%	0
COC(=O)c1ccc(Sc2nnnn2-c2ccccc2)c([N+](=O)[O-])c1	?	-6	?	0%	-2%	5
COc1ccc(CCNS(=O)(=O)c2cccs2)cc1	.	38	1%	-4%	25%	19
COCCC(=O)Nc1c(-c2ccccc2)c2cc(Br)ccc2[nH]c1=O	?	.	4%	1%	33%[activator]	-2
Cc1cc(-c2ccc(C)c(S(=O)(=O)N3CC(=O)Nc4ccccc43)c2)on1	12%	7	-16%	-5%	3%	-1
O=C(Nc1ccc2ccccc2c1)c1ccc(Br)o1	-29%	86*	4%	.	111%[activator]	43*
O=C(NCCCCc1ccccc1)c1cc([N+](=O)[O-])cc([N+](=O)[O-])c1	29%	-1	-17%	11%	?	-1
CCOC(=O)N1CCN(C(=O)CSCC(=O)Nc2nc(-c3ccc4c(c3)OCO4)cs2)CC1	-18%	26	0%	-5%	?	16
COC(=O)c1ccc(CN2CCCCC2)cc1	0%	-10	-47%	5%	16%	-4
CC(=O)NC(Cc1ccccc1C)C(=O)NC1CCN(c2ncccc2[N+](=O)[O-])CC1 (stereo not drawn)	?	-16	-12%	0%	-18%	-1
CC1=CC(=C(C#N)c2nc3ccccc3s2)C=C(C)N1c1ccc(F)cc1	?	-1	-2%	-10%	?	9
CCNc1nc(Oc2ccc(OC)cc2)cc(C(F)(F)F)n1	26%	-6	0%	0%	0%	3
CSCC[C@H](NS(=O)(=O)c1ccc(C)cc1)C(=O)N1CCC(C(=O)N[C@H](C(=O)O)c2ccccc2)CC1	-5%	-8	-23%	-20%	19%	-1
CCc1ccc(N(C(=O)C(F)(F)F)C(C(=O)NC2CCCCC2)c2ccncc2)cc1 (stereo not drawn)	2.6µM*	-1	-2%	1%	13µM*	-2
CC(C)(C)NC(=O)c1ccc(Cn2cc(C(F)(F)F)ccc2=O)cc1	-4%	-15	0%	2%	1%	-2

Compound activity deposited in PubChem BioAssay by National Center for Advancing Translational Sciences (NCATS).

No enrichment for hits; about 24% have a hit in one of these screens.
